FEN1 inhibitor – blocks human flap endonuclease 1 | P39748 | Recombinant FEN1 flap cleavage, fluorescence, 15 min | Potency, µM (top dose mostly 114 µM), without a hit: at the highest dose activity change, negative = inhibition, usual class: inhibitors | 390,000 tested, 0.35% active | AID 588795; active = well fitted inhibition curve with a large enough effect; inconclusive = small, poorly fitted or top-dose-only effect; inactive = no such curve, though single readings can be large or run the other way; also: nearly all actives have a fitted effect of over 65% in size
Target sequence (P39748 whole entry, looked up): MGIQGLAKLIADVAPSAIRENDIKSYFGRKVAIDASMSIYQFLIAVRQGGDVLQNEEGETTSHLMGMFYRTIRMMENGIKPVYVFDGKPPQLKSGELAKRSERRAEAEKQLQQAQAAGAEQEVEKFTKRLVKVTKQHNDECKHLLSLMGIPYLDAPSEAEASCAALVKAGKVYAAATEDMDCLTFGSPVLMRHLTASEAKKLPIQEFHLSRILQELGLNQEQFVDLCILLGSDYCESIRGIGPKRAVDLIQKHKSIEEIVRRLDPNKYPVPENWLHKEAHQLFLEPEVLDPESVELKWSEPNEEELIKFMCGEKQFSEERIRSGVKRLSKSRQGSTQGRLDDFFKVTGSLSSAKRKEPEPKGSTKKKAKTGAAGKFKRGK
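Compounds are tested as a concentration series against 10 nM FEN1; after a 15 min room-temperature preincubation, 50 nM substrate starts cleavage, with plate reads at 0 and 15 min. Normalized responses are fitted by a Hill equation.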
* marks the source's active call; other numbers are inactive results; ? = inconclusive; [ ] = another dose, or the depositor's remark. % is scaled to controls: 0 for no effect and ±100 for the full control effect; potency is read from the fitted curve at half-maximal effect. This is a subset; rates above refer to the full screens.

SMILES	FEN1 inhibitor
COc1ccc(C2=NNC(=O)C2(C)Br)cc1 (stereo not drawn)	-3%
O=CC(=O)c1ccc(Br)cc1	-7%
CN(C)c1ccc(/C=C/c2ccnc3ccccc23)cc1Cl	-19%
CCOc1ccc(S(=O)(=O)N(CC(=O)NCCSCc2ccccc2)c2ccccc2)cc1	-9%
Cn1c(=O)c(C(=O)c2ccc(S(C)(=O)=O)c(Cl)c2Cl)c(O)c2ccccc21	-14%
NC1=NOC(=O)C1C1CCCCC1 (stereo not drawn)	-7%
CCCOc1ccc(-c2nn(-c3ccccc3)cc2C2NC(=O)NC(C)=C2C(=O)OC)cc1 (stereo not drawn)	?
CCOc1cc(C(=O)Nc2cccc(-c3nc4ccccc4o3)c2)cc(OCC)c1OCC	-16%
O=C(O)C1(Nc2ccc(Cl)cc2)CCCC1	-1%
c1ccc(-c2nnc(C3CC(c4ccncc4)=NO3)o2)cc1 (stereo not drawn)	-5%
Cc1cccc(OCC(=O)Oc2ccc(Cl)cc2)c1	-7%
N#Cc1ccc[n+](CC(=O)c2ccc(O)c(O)c2)c1	2µM*
CCN(CC)CCn1c(/N=C/c2ccc(OC)c(OC)c2)nc2ccccc21	1%
COc1cc(C=O)cc(OC)c1[N+](=O)[O-]	11%
CN(CC(=O)O)Cc1oc(CO)cc(=O)c1O	0%
CCOc1ccc(NC(=O)N(C2CCCCC2)C2CCN(C(C)=O)CC2)cc1	-5%
COc1ccccc1NC(=O)CN1CCN(CC(=O)Nc2ccccc2F)CC1	-2%
COc1ccc(-c2nc(C#N)c(NCCN(C)C)o2)cc1	?
COc1cc(OC)cc(-c2nc3n(n2)C(c2ccccc2F)C(C(=O)Nc2cccnc2)=C(C)N3)c1 (stereo not drawn)	-27%
COc1cccc(C(=O)NCCCc2ccccc2)c1OC	-6%
O=C(COc1ccccc1)Nc1sc2c(c1C(=O)Nc1ccccc1)CCCCC2	7%
O=C(COC(=O)c1cc(Cl)nc(Cl)c1)NC1CCCCCC1	-4%
Brc1ccc(-c2noc3c2-c2nc(C4CCCCC4)sc2CC3)cc1	1%
Cc1ccc(O)c(C(=O)C=Cc2ccccc2)c1	-11%
C=C1C(=O)O[C@H]2[C@H]1[C@H](OC(=O)/C(C)=C\C)C[C@]1(CO1)[C@@H]1[C@H](OC(C)=O)C=C(C)[C@]21O	-2%

A few values from the results shown.
Value of `O=CC(=O)c1ccc(Br)cc1` under FEN1 inhibitor: -7%
Value of `CN(C)c1ccc(/C=C/c2ccnc3ccccc23)cc1Cl` under FEN1 inhibitor: -19%
Value of `COc1cccc(C(=O)NCCCc2ccccc2)c1OC` under FEN1 inhibitor: -6%

Four of these compounds, reformatted.
NC1=NOC(=O)C1C1CCCCC1 (stereo not drawn)
  FEN1 inhibitor = -7%
CCCOc1ccc(-c2nn(-c3ccccc3)cc2C2NC(=O)NC(C)=C2C(=O)OC)cc1 (stereo not drawn)
  FEN1 inhibitor = ?
CCOc1cc(C(=O)Nc2cccc(-c3nc4ccccc4o3)c2)cc(OCC)c1OCC
  FEN1 inhibitor = -16%
O=C(O)C1(Nc2ccc(Cl)cc2)CCCC1
  FEN1 inhibitor = -1%

Next entries:
SMILES	FEN1 inhibitor
COc1ccccc1C(=O)N1[C@@H](C(C)C)COc2cc(Br)ccc2S1(=O)=O	-2%
O=C(Nc1nnc(Cc2ccc(Cl)cc2)s1)C1CCN(C(=O)c2ccco2)CC1	8%
CC(C)(C)S(=O)(=O)N1C[C@H]2C(=CC[C@@H]3C(=O)N(c4ccccc4)C(=O)[C@@H]32)[C@H]1CCO	13%
CNN/C(N=Cc1ccc([N+](=O)[O-])s1)=N\S(=O)(=O)c1cc(C)c(Cl)cc1SCc1ccccc1	4%
COC(C[C@H]1O[C@@H]1C(=O)COCc1ccccc1)OC	-17%
O=C1c2ccccc2-c2c1c1ccccc1c(=O)n2CCO	?
Cc1cccn2c(=O)c3cc(C(=O)NCc4ccccc4)c(=N)n(CCOCCO)c3nc12	-24%
Cc1cc2c(SCC(=O)Nc3ccccc3O)ncnc2s1	-20%
CC(=O)c1ccc(S(=O)(=O)NCCc2cn3ccc(C)cc3n2)cc1	1%
COc1ccc(N2CCN(CC(=O)Nc3ccc(C)cc3Br)CC2)cc1	7%
CC(C)(C)S(=O)N1Cc2cn(Cc3ccccc3)c(=O)cc2[C@H]1CCO (stereo partly drawn)	-14%
O=C(Nc1ccc(Br)cc1Cl)c1cnn2c1NC(=C1CC1)C=C2C(F)F	0%
COc1ccc(NC(=O)Cn2c(=O)n(Cc3ccco3)c(=O)c3sc4ccccc4c32)cc1OC	-6%
O=C1CC2(CCCCC2)Oc2ccc(F)cc21	-4%
O=C(COC(=O)c1ccc(O)cc1O)NC(=O)c1ccccc1	0%
Cc1ccc(NC(=O)C2(c3ccccc3)CCCC2)nc1	-16%
Cc1ccc(C(=O)NNC(=O)c2ccc3ccccc3c2)cc1	-2%
Nc1ccn(C2OC(COP(=O)(O)O)C(O)C2O)c(=O)n1 (stereo not drawn)	1%
OC(c1ccccc1)(c1ccccc1)c1nccn1-c1ccccc1	12%
CN(C)c1ccc(/C=C/N2C=CCc3c2ccc2ccccc32)cc1	11µM*
CC(C)C[C@H]1CNC(=S)N1CC1CCCN1C[C@H](CC(C)C)N1C[C@H](Cc2ccc(O)cc2)N(CC2CCCCC2)C1=S (stereo partly drawn)	-10%
Cc1cc(C(C)(C)C)ccc1Oc1cccc2c1S(=O)(=O)N(C1CCCC1)CC(COCc1ccccc1)O2 (stereo not drawn)	-17%
O=C(Nc1ccc(S(=O)(=O)N2CCCC2)cc1)Nc1ccc(F)cc1F	-21%
Nc1nc(N)c(N=O)c(N)n1	-14%
CCOC(=O)C1(NC(=O)C2(N3C(=O)c4ccccc4C3=O)CCCC2)CCCC1	10%

SMILES	FEN1 inhibitor
O=C(NCCc1ccccc1F)C1CC(=O)N(c2cccc(C(F)(F)F)c2)C1 (stereo not drawn)	-20%
N#CC(C#N)=C1CCCc2sccc21	-5%
C[C@@H]1CN([C@H](C)CO)C(=O)Cc2cc(NC(=O)CCC(F)(F)F)ccc2O[C@@H]1CN(C)S(=O)(=O)c1ccccc1	-9%
CC(C)(C)OC(=O)N1CCC(C(=O)Nc2cccc(C(=O)NCCCc3ccccc3)c2)CC1	-5%
O=c1[nH]c(Nc2ccccc2)cc2cc(Br)ccc12	-15%
O=C1C(c2ccccc2)c2ccccc2N1Cc1ccccc1 (stereo not drawn)	-3%
COc1ccc(-c2oc3ncn4nc(-c5ccc(Cl)cc5)nc4c3c2-c2ccc(OC)cc2)cc1	0%
Cc1cc(C)cc(SCc2noc(C(=O)NCC3CC3)c2C(=O)NCC2CC2)c1	-5%
CCCC(=O)NC(=S)Nc1c(C)cc(Br)cc1C	-3%
O=C1C[C@@H]2c3c(cccc3CN1Cc1ccccc1Cl)C[C@@H](O)[C@H]2O	7%
CCC(C)c1nc2ccsc2c(N2CCOC2=O)c1-c1ccccc1 (stereo not drawn)	5%
C=C(C)COC(=O)C1CC2OC2CC1C(=O)OCC(=C)C (stereo not drawn)	5%
Cc1cc(C)c(C)c(S(=O)(=O)N2CCN(C(=O)c3ccco3)CC2)c1C	-2%
CCCc1cc(=O)[nH]c(SC/C=C/c2ccccc2)n1	-9%
S=C1NC[C@H](Cc2ccccc2)N1CC1CCN(CCCCc2ccccc2)CC1	14%
CCOC(=O)c1ccc(NC(=O)c2cc3c(n(-c4ccc(C)cc4)c2=O)CC(C)(C)CC3=O)cc1	17%
CCOc1ccccc1CN(CCc1ccc2c(c1)OCO2)Cc1cccc(OC)c1OC	-32%
CN(C)c1ncnc2c1ncn2C1CCCCO1 (stereo not drawn)	-19%
COc1ccc(C(=S)N2CCN(c3ccccc3C)CC2)cc1OC	0%
CCCCSc1nc(N)nc2c1ncn2C1OC(CO)C(O)C1O (stereo not drawn)	-1%
NCC(=O)NCC(=O)NC[C@H]1O[C@@H](n2ccc(=O)[nH]c2=O)[C@H](O)[C@@H]1O	14%
COc1ccc(-c2ccc3oc(-c4ccc(OC)cc4)c(C#CCCO)c3c2)cc1	13%
Cc1ccc(C(=O)CCC(=O)CCC(=O)O)cc1	-11%
NS(=O)(=O)c1cccc(NC(=O)CSc2n[nH]c(-c3ccccc3Br)n2)c1	-12%
Cc1ccc2oc(-c3cc(NC(=O)Cc4ccccc4)ccc3Cl)nc2c1	-8%

SMILES	FEN1 inhibitor
Cc1ccc2nc(COC(=O)c3cnccn3)cc(=O)n2c1	0%
CC(C)(C)n1ncc2c(=O)n(Cc3ccc(-c4ccccc4C#N)cc3)cnc21	0%
COc1ccccc1NC(=S)NN=C(C)c1ccccn1	1%
COc1ccc(N2CCN(C(=O)COC(=O)[C@@H](NC(=O)c3ccccc3Cl)C(C)C)CC2)cc1	10%
Cc1nn(-c2ccncc2)c2c1C(=O)CC(C)(C)C2Br (stereo not drawn)	0%
CCN(CC)S(=O)(=O)c1cccc(NC(=O)c2ccc(S(=O)(=O)N3CCCC3)cc2)c1	-7%
Nc1nc(SCc2ccccc2)cc(SCc2ccccc2)n1	-9%
Nc1nc(SCc2ccccc2)c2ncn(C3CCCO3)c2n1 (stereo not drawn)	-7%
COc1ccc(S(=O)(=O)Nc2cccc3ccc(O)cc23)cc1	-12%
O=P1(NC2CCCCC2)OCC2(CO1)COP(=O)(NC1CCCCC1)OC2 (stereo not drawn)	5%
CCN(CC)CCN1C(=O)C(O)=C(C(=O)c2ccc(C)o2)C1c1ccccn1 (stereo not drawn)	6%
Cc1cccc(Oc2ncccc2[N+](=O)[O-])c1C	3%
CCCCN(CCCC)c1nn[nH]n1	10%
O=[N+]([O-])c1cc([N+](=O)[O-])c(Oc2cccc3c2CCCC3)cc1NN1CCCCC1	10%
Cc1cccc(CCNC(=O)C2CCC(=O)N(Cc3ccccc3F)C2)n1 (stereo not drawn)	-1%
O=C(O)CCCC[C@@H]1SC[C@@H]2NC(=O)N[C@@H]21	21%
CN(C)C(=O)CSc1nnc(-c2ccco2)n1-c1ccccc1	0%
CC(C)C[C@H]1CN([C@@H](CC(C)C)CN2CCC[C@@H]2CN2C(=O)C(=O)NC[C@@H]2Cc2ccccc2)C(=O)C(=O)N1CCc1ccccc1	-6%
c1ccc2c(-c3cncc4ccccc34)cncc2c1	-4%
CCOc1ccc(Br)cc1CC(=O)O	-7%
Cc1ccc(OCCCCCN2CCOCC2)c(Cl)c1	5%
CCc1ccc(/C=C2/SC(=S)NC2=O)cc1	-3%[57.1 µM]
CCOC(CN=c1nc(N(C)C)ss1)OCC	-4%
O=C(Oc1cccc2ccccc12)c1ccccc1	-6%
O=C(Nc1cccc(-c2nc3ncccc3o2)c1)c1ccc2c(c1)OCO2	-4%

SMILES	FEN1 inhibitor
c1ccc(Oc2ncnc3ccccc23)cc1	-5%
CN(C)c1ccc(/C=C/c2ccnc3c2ccc2c(/C=C/c4ccc(N(C)C)cc4)ccnc23)cc1	-4%
NC(=O)c1ccc(NC(=O)C2CC(=O)N(c3ccc4c(c3)OCCO4)C2)cc1 (stereo not drawn)	-9%
CCOC(=O)c1cnc2c(C)cc(Cl)cc2c1NCCc1ccc(OC)c(OC)c1	-11%
CC(C)(C)CCN1CCC(CN2CCNC(=O)C2=O)CC1	-19%
O=C1CCCC2=C1C(c1ccc(O)c(O)c1)Nc1ccc3ccccc3c12 (stereo not drawn)	-8%
CC1(C)OC(=O)C2(Cc3ccccc3N3CCCC32)C(=O)O1 (stereo not drawn)	10%
CCCCCCCN(c1ccccc1)[C@@H]1C[C@H]2CCCC(=O)N3CC[C@@H](C1)[C@@H]23	?
O=S(=O)(Cc1ccc(Cl)cc1Cl)c1ccc(Cl)cc1	-5%
CC(=O)Nc1cccc(OCc2cccc([N+](=O)[O-])c2)c1	0%
CCN(CC)C(=S)SCC(=O)Nc1cccc(C(F)(F)F)c1	-8%
COc1ccc(NC(=O)CSc2nc(-c3ccco3)nc3cc(=O)[nH]n23)cc1	-3%
CCOC(=O)c1c(NC(=O)CSc2nnnn2-c2ccc(OC)cc2)sc(C)c1C	3%
CCOC(=O)C(Cc1c[nH]c2cc([N+](=O)[O-])ccc12)(NC(C)=O)C(=O)OCC	-4%
Cc1ccc(C(=O)CC2(O)C(=O)N(Cc3ccccc3)c3ccccc32)c(C)c1 (stereo not drawn)	-2%
CN(C)CCCCCCCCCCC(=O)/C=N/O	-1%
CN(C)c1ccc(CCc2ccc(N)cc2)cc1	-18%
NC(=O)C1=CC2C3C=CC2(O)C(=O)OC3O1 (stereo not drawn)	7%
COc1cc(C2c3cc4c(cc3C(O)C3COCC23)OCO4)cc(OC)c1OC (stereo not drawn)	1%
COC1OC(COCc2ccccc2)C(N)C(OCc2ccccc2)C1OCc1ccccc1 (stereo not drawn)	-11%
CC(C)[C@H](NC(=O)OCc1ccccc1)C(=O)OCC(=O)N1CCCCC1	-2%
COc1cc(CC(=O)Nc2cc(S(=O)(=O)N3CCOCC3)ccc2N2CCCC2)cc(OC)c1OC	-1%
CC/C(C)=C1/NC(=O)NC1=O	-18%

Screens (PubChem BioAssay)
